# OX1R FRET antag: blocks the human orexin 1 receptor | O43613 | OX1R-expressing cells, FRET antagonist read-out | inhibition, % at 6.6 µM | 330,000 compounds, 1.8% hits; in the data active = inhibition mostly above about 38%, no sharp cut-off; inactive = mostly below about 40%;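 note: 0% = agonist challenge alone and 100% = reference antagonist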
# Target sequence (O43613 whole entry, looked up): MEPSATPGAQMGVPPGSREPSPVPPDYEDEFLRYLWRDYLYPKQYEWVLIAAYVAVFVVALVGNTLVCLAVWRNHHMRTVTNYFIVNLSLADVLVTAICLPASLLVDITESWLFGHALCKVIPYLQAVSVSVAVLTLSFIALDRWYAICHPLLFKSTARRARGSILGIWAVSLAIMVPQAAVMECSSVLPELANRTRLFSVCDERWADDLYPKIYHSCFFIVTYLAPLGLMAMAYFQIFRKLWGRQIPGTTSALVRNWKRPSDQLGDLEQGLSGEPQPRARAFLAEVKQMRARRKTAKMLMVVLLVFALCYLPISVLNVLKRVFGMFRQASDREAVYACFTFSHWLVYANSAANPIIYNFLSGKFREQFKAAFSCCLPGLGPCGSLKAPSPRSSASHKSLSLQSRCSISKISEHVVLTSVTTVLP
# KCNQ2 block: KCNQ2 potassium channel inhibitors, primary screen, cell-based, CHO-K1, FluxOR thallium flux, B-score (AID 2156) | O88943 | 20 min; stronger effect = lower value | B-score at 10 µM | 310,000 compounds, 1.1% hits;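 active = fluorescence ratio B-score at most minus 3 library SDs, with starting brightness B-score within 2 library SDs, cut at about -5.5 in these data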
# STK33 kinase inh: blocks human STK33 kinase activity | 320,000 compounds, 0.073% hits | Q9BYT3 | inhibition, % at 10 µM | purified STK33, MBP phosphorylation, ADP-Glo luminescence;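 active = inhibition at or above 25%, using the most active replicate where run in duplicate; inactive = inhibition below 25%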
# Target sequence (Q9BYT3 whole entry, looked up): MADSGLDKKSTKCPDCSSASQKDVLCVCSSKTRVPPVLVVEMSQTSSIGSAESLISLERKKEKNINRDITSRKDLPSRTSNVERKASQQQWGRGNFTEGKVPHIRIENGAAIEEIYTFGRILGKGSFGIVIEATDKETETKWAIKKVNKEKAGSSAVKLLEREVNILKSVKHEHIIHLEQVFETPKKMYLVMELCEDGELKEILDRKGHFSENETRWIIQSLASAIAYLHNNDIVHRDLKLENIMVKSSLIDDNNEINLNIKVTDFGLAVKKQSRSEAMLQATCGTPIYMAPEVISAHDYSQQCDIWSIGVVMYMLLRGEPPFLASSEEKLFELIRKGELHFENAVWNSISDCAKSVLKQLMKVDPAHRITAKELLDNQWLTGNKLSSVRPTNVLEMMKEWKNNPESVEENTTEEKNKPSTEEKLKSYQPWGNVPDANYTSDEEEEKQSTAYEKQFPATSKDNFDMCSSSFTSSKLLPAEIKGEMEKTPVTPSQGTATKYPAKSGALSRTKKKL
# Starred values were filed as active, the others as inactive; i = inactive; / = no result given.
SMILES,OX1R FRET antag,KCNQ2 block,STK33 kinase inh
O=C(CSc1nnc2c(n1)[nH]c1ccccc12)Nc1ccc(N2CCOCC2)cc1,9,i,-2.6
CN(CC(=O)NCc1ccc(F)cc1)Cc1ccc(Br)cc1,14,i,-0.7
COC(=O)c1ccccc1NC(=O)C1CCN(C(=O)c2cc(OC)cc(OC)c2)CC1,18,i,-1.8
Cc1[nH]ccc(=O)c1OC1OC(CO)C(O)C(O)C1O (stereo not given),19,i,0.2
COc1cccc(N2C(=O)C3ON(c4ccccc4)C(c4cccs4)C3C2=O)c1 (stereo not given),26,i,-1.9
Cc1cc(-c2onc(C)c2C(=O)N/N=C/c2ccccc2)no1,20,i,-3.5
Cc1ccc(/C=C2\CCCC3=C2NC(=S)NC3c2ccc(C)cc2)cc1 (stereo not given),5,i,-1.0
CC(C)(C)c1ccc(CNc2ccc([N+](=O)[O-])cn2)cc1,8,i,-1.5
C=CCc1cccc2cc(C(=O)NCc3cccnc3)c(=O)oc12,8,i,-0.5
CCN(CC)CCCNC(=O)c1ccc2c3n(nc2c1)-c1ccc(Cl)cc1CO3,51,i,-0.7
O=c1c2c(nc3cc(-c4cccc(Cl)c4)[nH]n13)CCCC2,25,i,0.0
Cc1ccc(S(=O)(=O)NCCN2CCOCC2)c(C)c1C,22,i,-0.9
CC(=O)Nc1ccc(NC(=O)C2CCCN(c3ncccn3)C2)cc1 (stereo not given),1,i,-1.1
COc1ccc(NC(=O)Nc2ccc3nsnc3c2)cc1,17,i,0.7
O=C(OCC(=O)N1CCN(C(=O)c2ccco2)CC1)c1ccc(Cl)c(Cl)c1,-4,/,0.7
COc1cccc(-n2nc(C(N)=O)c(O)cc2=O)c1,34,i,-0.5
CCCCn1c(N)c(N(CCOC)C(=O)c2cc(-c3ccc(C)cc3)nc3ccccc23)c(=O)[nH]c1=O,12,i,/
Cc1[nH]c(C)c(S(=O)(=O)NCc2ccc(F)cc2)c1C(=O)N1CCCC1,10,i,-0.8
O=C(Nc1nccs1)c1ccc(S(=O)(=O)c2ccccc2)cc1,17,i,-2.0
O=C(NC1CS(=O)(=O)CC1NCc1ccco1)c1ccccc1 (stereo not given),6,i,0.9

# Some of the entries so far, bar-delimited:
SMILES | OX1R FRET antag | KCNQ2 block | STK33 kinase inh
CN(CC(=O)NCc1ccc(F)cc1)Cc1ccc(Br)cc1 | 14 | i | -0.7
COC(=O)c1ccccc1NC(=O)C1CCN(C(=O)c2cc(OC)cc(OC)c2)CC1 | 18 | i | -1.8
Cc1[nH]ccc(=O)c1OC1OC(CO)C(O)C(O)C1O (stereo not given) | 19 | i | 0.2
COc1cccc(N2C(=O)C3ON(c4ccccc4)C(c4cccs4)C3C2=O)c1 (stereo not given) | 26 | i | -1.9
Cc1cc(-c2onc(C)c2C(=O)N/N=C/c2ccccc2)no1 | 20 | i | -3.5
Cc1ccc(/C=C2\CCCC3=C2NC(=S)NC3c2ccc(C)cc2)cc1 (stereo not given) | 5 | i | -1.0
CC(C)(C)c1ccc(CNc2ccc([N+](=O)[O-])cn2)cc1 | 8 | i | -1.5
C=CCc1cccc2cc(C(=O)NCc3cccnc3)c(=O)oc12 | 8 | i | -0.5
CCN(CC)CCCNC(=O)c1ccc2c3n(nc2c1)-c1ccc(Cl)cc1CO3 | 51 | i | -0.7
O=c1c2c(nc3cc(-c4cccc(Cl)c4)[nH]n13)CCCC2 | 25 | i | 0.0
Cc1ccc(S(=O)(=O)NCCN2CCOCC2)c(C)c1C | 22 | i | -0.9
CC(=O)Nc1ccc(NC(=O)C2CCCN(c3ncccn3)C2)cc1 (stereo not given) | 1 | i | -1.1
COc1ccc(NC(=O)Nc2ccc3nsnc3c2)cc1 | 17 | i | 0.7
O=C(OCC(=O)N1CCN(C(=O)c2ccco2)CC1)c1ccc(Cl)c(Cl)c1 | -4 | / | 0.7
COc1cccc(-n2nc(C(N)=O)c(O)cc2=O)c1 | 34 | i | -0.5
CCCCn1c(N)c(N(CCOC)C(=O)c2cc(-c3ccc(C)cc3)nc3ccccc23)c(=O)[nH]c1=O | 12 | i | /
Cc1[nH]c(C)c(S(=O)(=O)NCc2ccc(F)cc2)c1C(=O)N1CCCC1 | 10 | i | -0.8

# Next records.
SMILES,OX1R FRET antag,KCNQ2 block,STK33 kinase inh
Cc1ccc(C)c(NC(=S)NC(C)C(c2cccs2)N2CCOCC2)c1 (stereo not given),4,i,0.4
CCOCc1nnc(NC(=O)CCC2CCCCC2)s1,-4,i,1.5
CC1=CC2(O)OCCN(CCO)C2=CC1=O (stereo not given),20,i,-0.8
CC(C)Oc1cccc(C(=O)Nc2ccccc2N2CCOCC2)c1,18,i,-0.3
CC1(C)Cc2c(sc(NC(=O)c3ccc(S(=O)(=O)N4CCCCCC4)cc3)c2C#N)C(C)(C)N1,-1,i,-0.1
COc1ccc(-n2nnnc2SCC(=O)c2ccc(OC)c(OC)c2)cc1,21,i,-3.3
COc1ccccc1NC(=O)CSc1nnnn1-c1ccc(F)cc1,-1,i,-2.3
Cc1ccc(N=c2sc(C)c(C)n2C)cc1,1,i,-2.6
CCN1C(=O)C(C(=O)c2ccccc2)SC1=S (stereo not given),18,i,-0.4
Cc1cc(C)cc(NS(=O)(=O)c2ccc(F)cc2)c1,14,i,-1.3
CCCCC(=O)N1CC2(C)CN(C(=O)CCCC)CC(C)(C1)C2=O,6,i,1.4
CCN(CC)c1ccc(/C=C/C(=O)C2C(=O)C=C(C)OC2=O)cc1 (stereo not given),14,i,0.6
COc1ccc(CCNC(=O)Cc2ccc(OC)c(OC)c2)cc1OC,14,i,0.1
O=C1c2ccccc2C(=O)N1CCCCN(C(=O)c1cc([N+](=O)[O-])cc([N+](=O)[O-])c1)c1ccc(Cl)cc1,29,i,0.2
Cc1ccc(C(=O)N[C@@H](C)CN2C3=NC[C@H](C(C)C)N3C[C@H]2Cc2ccc(O)cc2)cc1Br,9,i,1.2
O=C(COC(=O)CN1C(=O)C2CC=CCC2C1=O)Nc1cc(C(F)(F)F)ccc1N1CCOCC1 (stereo not given),8,i,-0.9
O=C(c1ccc(F)cc1)N1CCN(C2=NS(=O)(=O)c3ccccc32)CC1,17,i,-1.7
COc1ccc(CNS(=O)(=O)c2ccc3c(c2)CC(C)N3C(=O)C2CC2)cc1 (stereo not given),36,i,-2.3
COC(=O)C1=CN(Cc2ccc(OC)c(OC)c2)C=C(C(=O)OC)C1c1cccc(F)c1,39,i,0.2
O=[N+]([O-])c1cc([N+](=O)[O-])c2cc(-c3cccnc3)[nH]c2c1,10,i,-1.3
C[C@H]1CCC[C@@]2(O[C@H](CCO)C[C@H](O)[C@H]2O)O1,28,i,-1.6
COC(=O)c1cc(O)c(OCc2ccccc2)c(O)c1,16,i,-1.1
Cc1c(CNC(=O)C2CCC(=O)N(CCc3ccccc3)C2)cnn1C (stereo not given),24,i,-0.6
COc1ccc(-n2ccnc2SCC(=O)Nc2ccccc2)cc1,16,i,-1.0
COc1ccc(N=c2ssnc2Cl)cc1,43,i,-0.4
COc1ccc(-c2nc(NC(=O)Cn3cnnn3)sc2C)cc1,14,i,0.8
COc1cc(/C=C2/N=C(c3ccccc3F)OC2=O)cc(Cl)c1OS(C)(=O)=O,9,i,-0.8
COc1ccc(C(=O)NNC(=O)CN(C)S(=O)(=O)c2ccc(Cl)cc2)c(OC)c1OC,16,i,-1.4
O=S(=O)(c1ccc(Cl)cc1)N1CCC(n2cnc3cc(C(F)(F)F)ccc32)CC1,7,i,-0.8
Cc1ccc(C)n1-c1nccc(-c2cccs2)n1,19,i,-0.4
CC1CCN(c2nc(-c3ccccc3)c(C#N)c(=O)[nH]2)CC1,10,i,-0.8
CCN(c1ccccc1)S(=O)(=O)c1ccc(C(=O)N2CCCC(C(F)(F)F)C2)cc1 (stereo not given),11,i,0.5
CCOC(=O)c1c(NC(=O)CSc2nnc(C)c(=O)[nH]2)sc(C)c1C,13,i,2.1
COC(=O)CCC(=O)Nc1ccc2oc3c(c2c1)CCCC3,4,i,0.2
O=C(Cn1cnc2c(cnn2-c2ccccc2)c1=O)N1CCOCC1,11,/,-0.4
CCOc1ccc(N(CC(=O)N2CCCCCC2)S(=O)(=O)c2ccc(F)cc2)cc1,24,i,0.0
O=C(COc1ccc2oc(-c3ccccc3)cc(=O)c2c1)Nc1ccccc1,14,i,-0.2
COc1ccc(CCNC(=O)c2cc(-c3ccncc3)nc3ccc(S(=O)(=O)N4CCOCC4)cc23)cc1OC,6,i,-0.7
CNC(=O)CSc1nnc(-c2cccs2)o1,27,i,3.5
COc1ccc(-c2cn[nH]c2-c2ccc(OCc3ccccc3)cc2O)cc1OC,25,i,-0.6
Nc1ccc(N2CCCCC2)c(S(=O)(=O)Nc2ccccc2Cl)c1,17,i,-0.2
CC(C)n1nccc1NC(=O)COC(=O)c1ccc(NC(N)=O)cc1,11,/,0.1
CC(=O)CCC(=O)N1CCCC(N2CCN(c3cccc(Cl)c3)CC2)C1 (stereo not given),11,i,-0.5
CCCc1nnc(NC(=O)c2cccnc2)s1,13,i,-1.0
Cc1ccc(OCCN2CCNCC2)c([N+](=O)[O-])c1,11,i,-1.1
CCN=c1scc(-c2cccs2)n1/N=C/c1cc(OC)ccc1O,15,/,-0.5
O=C1CCCCC1Oc1ccc2ccc(=O)oc2c1 (stereo not given),2,i,-0.2
COc1ccc(-n2nnnc2-c2ccccc2)cc1,12,i,-0.7
CCOc1ncccc1C(=O)N=c1sccn1C,4,i,-1.4
CCc1ccccc1NC(=S)N1CCN(c2ccccn2)CC1,-1,i,0.5

# Continued.
SMILES,OX1R FRET antag,KCNQ2 block,STK33 kinase inh
CC1=NN(C(=O)c2ccc(Cn3nc(C)c([N+](=O)[O-])c3C)o2)C(O)(C(F)(F)F)C1 (stereo not given),35,i,-1.9
COc1cc(OC)nc(-n2ncc(OC)c(Br)c2=O)n1,14,i,/
O=C1c2cccnc2C(=O)N1Cc1ccc(F)cc1S(=O)(=O)NCc1ccco1,18,i,0.0
Cc1ccc(C)c(NC(=S)N2CCC(N(C)CC3CCCO3)CC2)c1 (stereo not given),6,i,-1.3
O=C1NCCN(Cc2c(F)cccc2Cl)C1CC(=O)N1CCCCO1 (stereo not given),7,i,0.8
O=C(CN1CCN(Cc2ccc3c(c2)OCO3)CC1)Nc1ccc(F)cc1,26,i,-0.5
CS(=O)(=O)c1ccc2nc(NC(=O)Cc3ccccc3)sc2c1,14,i,6.6
CN(C)CCNC(=S)Nc1cccc(Cl)c1,4,i,0.5
Cc1cc(C(=O)N(C)CC(=O)Nc2ccccc2C(F)(F)F)c(C)o1,10,i,-1.5
Cc1ccc(C)c(OCCC(=O)N(C)CC(=O)Nc2c(C)cccc2C)c1,-1,/,-0.4
COC(=O)C1Cc2c([nH]c3ccccc23)C(C(C)C)N1 (stereo not given),-3,i,4.5
N#CC1=C(N)Nc2nc3ccccc3n2C1c1ccc(Cl)cc1 (stereo not given),16,i,1.4
CC(=O)c1ccc(N2CCN(CC(=O)Nc3ccc4c(c3)OCCO4)CC2)cc1,0,i,-1.6
COc1ccccc1NS(=O)(=O)c1cccc(C(=O)NCC(c2cccs2)N2CCOCC2)c1 (stereo not given),13,/,1.3
CC(=O)c1ccc(NC(=S)N2CCCC(C(F)(F)F)C2)cc1 (stereo not given),29,i,-0.3
CCC1SC(=Nc2cccc(C)c2)NC1=O (stereo not given),15,i,1.1
CC[n+]1c(/C=C/c2cc([N+](=O)[O-])ccc2O)ccc2ccccc21,30,i,0.0
CCOc1ncccc1C(=O)Nc1cc(S(=O)(=O)N2CCOCC2)ccc1N1CCCC1,17,i,1.0
CCC1(C)CC2(CCCN(CCC(=O)c3ccccc3)C2)CCO1 (stereo not given),7,i,-0.5
CC(=O)Nc1ccnc(-c2cccnc2)n1,2,i,2.6
O=C(c1cc2cc(Cl)ccc2[nH]1)N1CCc2ccccc2C1,5,i,0.6
Cc1cc(C(=O)COc2ncnc3sccc23)c(C)n1C,12,i,-1.2
COc1ccc(N2CCN(C(=O)CC34CC5CC(CC(C5)C3)C4)CC2)c([N+](=O)[O-])c1,7,i,-1.2
COc1cccc(NC(=O)CN(C)C(=O)c2ccccc2-c2nc3ccccc3s2)c1,100*,i,0.9
COc1cccc(CCc2nc3ccccc3c(=O)n2N)c1,4,i,0.1
CCn1cc(C(=O)N2CCN(c3ccccn3)CC2)c(=O)c2cc(S(=O)(=O)N3CCC(C)CC3)ccc21,10,i,-1.7
CC1CCc2nc3sc4c(c3c(N)c2C1)CCCC4 (stereo not given),21,i,0.5
COc1cc(CC(=O)N/N=C/c2ccc([N+](=O)[O-])cc2)c([N+](=O)[O-])cc1OC,29,i,-1.6
Cc1ccc(-c2c[n+]3c(n2-c2ccccc2)CCC3)cc1,0,i,-1.0
Cc1cc(-c2csc(NC(=O)c3ccc(C#N)cc3)n2)c(C)n1Cc1ccccc1,11,i,-1.8
CCCCCn1c(Sc2nc3ccccc3s2)nc2c1c(=O)[nH]c(=O)n2C,16,i,-3.2
CCCCc1cc(=O)oc2c(CN(CC)CC)c(O)c(Cl)cc12,7,i,-0.5
Cc1ccc(-c2cc(C(=O)Nc3cc(C)on3)c3ccccc3n2)cc1,15,i,-3.5
N#Cc1ccc(C23CC4(C2)[C@H](CN(P(=O)(c2ccccc2)c2ccccc2)[C@@H]4c2ccccc2)C3c2ccc(Cl)nc2)cc1 (stereo not given in full),15,i,0.4
O=[N+]([O-])c1cccc(-n2cccc2/C=N/Nc2nc(N3CCCCC3)nc(N3CCCCC3)n2)c1,31,i,-1.1
CCCCOc1ccc(S(=O)(=O)Nc2cc(OC)ccc2OC)cc1,15,i,-0.6
CC(/C=C1\SC(=O)N(CC(=O)Nc2cccc(O)c2)C1=O)=C\c1ccccc1,18,i,-1.3
C[C@@H](O)c1nc2ccccc2n1N,-1,i,-2.4
CCOC(=O)c1c(NC(=S)Nc2ccccc2)sc2c1CCN(CCc1ccccc1)C2,18,/,-1.6

# Compound activity (PubChem)
